Screens from PubChem BioAssay.
TTR transcr act: increases transthyretin transcription; activation, % at 16.7 µM; SH-SY5Y TTR promoter Gaussia luciferase, luminescence; 100% = recombinant luciferase protein wells; AID 1117267; actives 1.3% (n = 92,000);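 active = activation above the mean of all tested compounds plus 3 SD, cut at about 9.5% in these data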;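 note: cells exposed to compounds for one day before reading; 0% = median of all test compound wells on the plate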
Active calls of the source: *. This is a subset; count on the stated rates, not on these rows.

SMILES	TTR transcr act
Cc1ccc(NC(=O)c2ccc(OCc3c(C)noc3C)cc2)cc1	0.7
Brc1ccc(OCc2nnnn2-c2ccccc2)cc1	0.4
CCOC(=O)N1CCN(C(=O)C(CC)c2ccccc2)CC1 (stereo unspecified)	-0.2
COC(=O)C1=CN(Cc2ccc(OC)c(OC)c2)C=C(C(=O)OC)C1c1cccc(O)c1	-1.0
Cc1ccccc1C(=O)N[C@H](C(=O)OCC(=O)c1ccc[nH]1)C(C)C	-0.9
COc1ccc(NC(=O)CN(C)C(=O)C2CC(=O)N(CCc3ccc(OC)c(OC)c3)C2)cc1 (stereo unspecified)	0.4
COc1ccc2c(c1)c(CC(=O)OC(C)C(=O)N(C)C)c(C)n2C(=O)c1ccc(Cl)cc1 (stereo unspecified)	-1.6
CCCCN(C)C(=O)Cn1ncc2c3ccccc3n(CCC)c2c1=O	4.1
CCOc1ccc(NC(=O)N(C2CCCCC2)C(C)c2cccnc2)cc1 (stereo unspecified)	-1.6
CCS(=O)(=O)c1ccc(O)c(NC(=O)CC2(CC(=O)O)CCCC2)c1	-1.3
O=C(CN1CCN(Cc2ccccc2Cl)C1=O)NCC1CCCO1 (stereo unspecified)	0.1
O=C(Nc1cccc(O)c1)c1ccc(Br)cc1	-0.1
CCn1ncc(Br)c1C(=O)Nc1c(C)nn(Cc2c(F)c(F)c(F)c(F)c2F)c1C	-0.4
COc1cccc(/C=N/Nc2cc(C)nc(-c3ccccc3O)n2)c1O	-3.7
O=C(CCCCCn1c(=O)[nH]c2ccsc2c1=O)NCc1ccc(F)cc1	0.8
CCc1cccc(NS(=O)(=O)c2csc(C(N)=O)c2)c1	-0.5
COc1ccc(C(=O)/C=C(\C)NCc2ccc3c(c2)OCO3)cc1	1.0
OCC1(Cc2ccc(F)cc2)CCCN(CCc2ccccc2)C1 (stereo unspecified)	0.8
COc1ccc(CN2C3=NC(c4ccccc4)CC(=O)N3/C(=C\c3ccccc3)C2c2ccccc2)c(OC)c1 (stereo unspecified)	-0.6
Cc1ccsc1/C=C/C(=O)O	-0.5
C=CCn1c(Sc2nc(C)cs2)nc2c1c(=O)[nH]c(=O)n2C	4.6
COc1ccc(CC(=O)Nc2nc3ccccc3s2)cc1S(=O)(=O)N1CCOCC1	4.4
CC(=O)NCCNC(=O)c1ccc(Sc2ccccc2)c([N+](=O)[O-])c1	-1.9
CC1(C)C2CCC1(CS(=O)(=O)N1CCCC1C(=O)O)C(=O)C2 (stereo unspecified)	-0.6
O=C1OC(COCC#Cc2ccccc2)CN1c1ccccc1 (stereo unspecified)	0.3
CCc1ccc(/C=N/NC(=O)c2cc(C3CC3)nc3ccc(Br)cc23)s1	0.0
CCOCCCNC(=O)C(NC(=O)c1ccc(=O)[nH]c1)c1ccc(C)cc1 (stereo unspecified)	0.4
CCN1CCN(CC(O)COC(C)C)CC1 (stereo unspecified)	-0.3
COc1ccc(C2C(C#N)=C(N)N(c3ccccc3)C3=C2C(=O)CCC3)cc1Cn1cc([N+](=O)[O-])cn1 (stereo unspecified)	-2.4
COc1ccc(Nc2nc(N3CCOCC3)nc(N3CCOCC3)n2)c(OC)c1	4.7
Cc1ccc(NC(=O)c2ccc(Cn3cc([N+](=O)[O-])cn3)cc2)c(C)c1	-0.2
COc1ccc(N2CCN(S(=O)(=O)c3c(C)noc3/C=C/N(C)C)CC2)cc1	-1.4
CCCc1cc(=O)[nH]c(SCC(=O)Nc2ccc3ccccc3c2)n1	0.6
CCn1c(-c2ccccc2Cl)nn(CC(=O)Nc2cc(Cl)ccc2Cl)c1=S	0.0
O=C(CN1CCN(c2ccccc2O)CC1)NC(=O)NCc1ccco1	-1.2
CCOc1[nH]n(-c2ccccc2)c(=O)c1C=Nc1ccc(C(=O)OC)cc1	0.7

Three records drawn at random from the list so far, as already listed:
SMILES	TTR transcr act
Cc1ccc(NC(=O)c2ccc(OCc3c(C)noc3C)cc2)cc1	0.7
Cc1ccc(NC(=O)c2ccc(Cn3cc([N+](=O)[O-])cn3)cc2)c(C)c1	-0.2
CCCCN(C)C(=O)Cn1ncc2c3ccccc3n(CCC)c2c1=O	4.1

Further results
SMILES	TTR transcr act
Cc1ccnn1CC(=O)N/N=C/c1cccs1	-0.8
CC(=O)N1c2ccc(S(=O)(=O)NCCC(=O)Nc3ccccc3C)cc2CC1C (stereo unspecified)	-1.3
CC(C)NC(=O)N(C)C[C@H]1Oc2ccc(NS(=O)(=O)c3cn(C)cn3)cc2C(=O)N([C@H](C)CO)C[C@@H]1C	0.4
CN(C)c1ccnc(-n2cccc2/C=N/OCc2cccc(F)c2)c1C#N	2.7
Cc1cc(C)c2c(CN3CCN(c4ccccc4F)CC3)cc(=O)oc2c1	0.6
COc1ccc(C(=O)NCCS(=O)(=O)NCc2ccccc2OC)cc1	-0.9
CC(=NCCc1c(C)[nH]c2ccc(OCc3ccccc3)cc12)C1=C(O)CC(c2ccccc2)CC1=O (stereo unspecified)	-2.5
O=C(NNS(=O)(=O)c1ccc(F)cc1)c1ccc([N+](=O)[O-])cc1Cl	1.4
CCOc1cccc(-c2nnc3sc(COc4ccc(C)cc4)nn23)c1	0.6
Cn1c(COc2ccc(Cl)cc2)nnc1SCC(=O)Nc1ccc2c(c1)CCC2	-1.4
COc1cc(C(=O)N/N=C(\c2ccccc2)c2ccccn2)cc(OC)c1OC	-6.0
COc1ccccc1OCC(O)CN1C(=O)NC(C)(C)C1=O (stereo unspecified)	0.3

By substructure: the entries above containing an aryl thioether with sulfur outside any ring.
SMILES	TTR transcr act
C=CCn1c(Sc2nc(C)cs2)nc2c1c(=O)[nH]c(=O)n2C	4.6
CC(=O)NCCNC(=O)c1ccc(Sc2ccccc2)c([N+](=O)[O-])c1	-1.9
CCCc1cc(=O)[nH]c(SCC(=O)Nc2ccc3ccccc3c2)n1	0.6
Cn1c(COc2ccc(Cl)cc2)nnc1SCC(=O)Nc1ccc2c(c1)CCC2	-1.4

Continuation:
SMILES	TTR transcr act
CC1CN(C)C(C)c2c1oc1ccc([N+](=O)[O-])cc21 (stereo unspecified)	-1.7
Cn1c(=O)oc2cc(S(=O)(=O)N3CCCC(C(=O)NCc4cccs4)C3)ccc21 (stereo unspecified)	0.6
Nc1c(Cl)c(Cl)nc(C(=O)N/N=C/c2cccnc2)c1Cl	-1.5
CN(C)/C(=N\S(=O)(=O)c1ccc(Br)cc1)c1ccccc1	5.4
C=CCn1c(Cc2ccc(OC)cc2)nnc1SCC(N)=O	0.4
CSC1=N/C(=C/c2ccc(-n3cncn3)cc2)C(=O)N1	-0.1
O=C1CNC(=O)/C1=C/c1ccc(Br)cc1	2.3
O=C1CC(c2ccccc2)CC2=C1C=Nc1ccccc1N2 (stereo unspecified)	-1.9
S=c1[nH]nc(-c2ccccn2)n1/N=C/c1cccc2ccccc12	1.4
Cc1[nH]n(C(N)=S)c(=O)c1C(c1ccccc1)C(C#N)C#N (stereo unspecified)	-1.1
O=S(=O)(c1cnc[nH]1)N1CCCCCC1	-1.1
C=CCn1c(SCc2ccc(C#N)cc2)nnc1-c1ccc(C)cc1	2.3

A few values from the entries so far:
TTR transcr act, O=C1CNC(=O)/C1=C/c1ccc(Br)cc1 : 2.3
TTR transcr act, C=CCn1c(Cc2ccc(OC)cc2)nnc1SCC(N)=O : 0.4
TTR transcr act, O=S(=O)(c1cnc[nH]1)N1CCCCCC1 : -1.1
TTR transcr act, CC1CN(C)C(C)c2c1oc1ccc([N+](=O)[O-])cc21 (stereo unspecified) : -1.7

(list continues)
SMILES	TTR transcr act
COc1ccc(-c2cc(-c3ccccc3)nc(N)n2)c(O)c1	-1.3
COc1ccc(-n2c(=S)[nH]c3cc(C(=O)NC4CCCCC4)ccc3c2=O)c(OC)c1	2.5
Cn1c(C(=O)N2CCN(c3ccccc3)CC2)cc2cc(Cl)ccc21	3.7
Cc1c(Cl)cccc1-n1c(SCC(=O)N(C)Cc2ccccc2)nnc1-c1ccncc1	0.0
CSc1ncccc1C(=O)NCCc1ccccc1	-0.4
COc1ccccc1C(=O)C(=O)c1ccccc1OC	-0.1
CC1(C)Cc2sc3c(=O)[nH]c(=S)[nH]c3c2CO1	-1.1
CC#CC(=O)N[C@H]1CC[C@@]23CCCN2C(=O)CCC[C@H]3[C@H]1C	-2.2
Cc1cc(=O)[nH]c(NN=Cc2c(Cl)cccc2Cl)n1	1.0
Cc1ccc2c(c1)N(CCCC(=O)NCCC1=CCCCC1)C(=O)CO2	0.3
Cc1csc(SCC(=O)Nc2nnc(C)s2)n1	-0.2
CCOc1ccc(NC(=S)N(CCc2c(C)[nH]c3ccc(C)cc23)Cc2ccncc2)cc1	-0.4
O=C(NCc1ccccc1)C(c1cc2ccccc2o1)n1c(=O)c(-c2ccccc2)nc2ccccc21 (stereo unspecified)	2.2
Cc1c2c(n3c(nc4ccccc43)c1C#N)N(CCN(C)C)CC2	-0.7
O=c1[nH]c(SCc2cccc([N+](=O)[O-])c2)nc2[nH]ncc12	-1.0
COc1cccc(OC)c1CN1CCCC(C(=O)c2ccccc2SC)C1 (stereo unspecified)	-3.0
CCOc1cc(/C=C2/SC(=Nc3ccccc3)N(Cc3cccnc3)C2=O)ccc1OCC#N	3.3
COCCn1c(SCC(=O)NC2CCCC2)nnc1-c1ccncc1	-0.5
CON(C)C(=O)/C=C/CCCCNC(=O)OC(C)(C)C	6.6
NNC(=O)c1n[nH]c2c1CC(C1CCCCC1)CC2 (stereo unspecified)	3.5
CCn1c(COc2cccc(C)c2)nnc1SCC(=O)Nc1cccc(C(=O)O)c1	2.1
O=C(Oc1ccccc1)c1ccc2nccnc2c1	-1.3
COc1ccc(NC(=O)c2oc3ccccc3c2NC(=O)C(C)(C)C)cc1	-0.3
Cc1ccccc1-n1nc(C(=O)O)cc1-c1ccccc1	-2.0
COc1ccc(C(O)c2nc(-c3cccc(F)c3)cs2)cc1 (stereo unspecified)	-1.3
Cc1cc(=O)oc2cc(OCC(=O)Nc3ccc(CN4CCOCC4)cc3)c(Cl)cc12	-1.7
Cc1ccc(NC(=O)C2(NC(=O)c3cccc(N4C(=O)CSC4c4ccccc4)c3)CCCCC2)cc1 (stereo unspecified)	-0.8
CC(C)c1ccc(N(CC(=O)Nc2ccc(S(=O)(=O)N3CCOCC3)cc2)S(C)(=O)=O)cc1	0.6
Cc1ccc(C(=O)N/N=C2/NC(=O)CC(C(=O)Nc3ccccc3)S2)cc1 (stereo unspecified)	-2.9
COCC1CCCCN1C(=O)c1cc(COc2ccc3ncccc3c2)on1 (stereo unspecified)	-4.0
C=CCCCCCCCC(=O)OC	-0.6
CCO/N=C/C(=O)Nc1ccc(F)cc1F	1.5
COc1ccc(/C=C/C(=O)OCC(=O)Nc2cc(S(=O)(=O)N(C)C)ccc2Cl)cc1	-1.2
COc1ccccc1C(=O)NCC(=O)N/N=C/c1ccncc1	-0.6
Fc1ccccc1OCCCCCCN1CCCC1	-0.2
C/C(CCc1ccc2c(c1)OCO2)=N\NC(=O)c1ccccc1Cl	-1.1
O=C(Nc1cccc(-c2csc(Nc3ccc(Cl)cc3)n2)c1)c1cccc(C(F)(F)F)c1	-5.1
COc1ccc(/C=C/C(=O)OCC(=O)Nc2cc(C(F)(F)F)ccc2Cl)cc1	1.9
Cn1ccnc1SCC(=O)Nc1ccc([N+](=O)[O-])cn1	3.0
CN(C(=O)C=Cc1ccccc1)c1ccccc1	-0.4
O=C1OC(O)c2cccc3cccc1c23 (stereo unspecified)	-1.1
CN(c1ccccc1)S(=O)(=O)c1cccc(C(=O)OCC(=O)NCc2ccccc2)c1	3.3
CCOc1c2ccc(C(=O)NCc3ccccc3OC)cc2nn1CC	0.6
CCCN(CC(=O)Nc1ccccc1C)C(=O)Cc1coc2cc(C)ccc12	0.5
N=C1SC(CC(=O)Nc2ccccc2[N+](=O)[O-])C(=O)N1c1ccccc1 (stereo unspecified)	-1.5
Cc1cc(C(=O)CSc2nnc(-c3cccnc3)n2-c2ccccc2F)c(C)n1C	-1.2
CCCCCc1nc2c(=O)[nH]c3ccccc3c2o1	-1.8
O=C(COc1ccccc1)Nc1ccc(NC(=O)c2ccco2)cc1	-0.4
CCOC(=O)c1ccc(S(=O)(=O)N2CCC(C(=O)N3CCN(c4ccccc4OC)CC3)CC2)cc1	-0.1
Cc1ccc(/C=C/C(=O)CCC(=O)O)cc1	2.2
O=C(c1ccc(Cl)c([N+](=O)[O-])c1)N1CCN(c2ccccn2)CC1	-1.1
COc1cccc(C(=O)Nc2c3c(nn2-c2cccc(C)c2C)CS(=O)(=O)C3)c1OC	7.7
CCOC(=O)N1CCC(N2C(=O)c3ccc(C(=O)Nc4cccc(OC)c4)cc3C2=O)CC1	-0.3
COC(=O)[C@]12C[C@H](CC(=O)NCC34CC5CC(CC(C5)C3)C4)C(=O)N(Cc3ccc(Cl)cc3Cl)C1=C[C@H](C(C)C)O[C@@H]2C1CC1	3.2
O=[N+]([O-])c1cccc(S(=O)(=O)NCCc2cn3ccccc3n2)c1	-0.6
O=C(/C=C/c1cn(-c2ccccc2)nc1-c1cccnc1)N1CCCC1	-0.6
COc1cccc(NS(=O)(=O)c2ccc3c(c2)CCN3C(C)=O)c1	0.8
Cc1ccc(C(=O)NCCn2c(N)c(C#N)c3nc4ccccc4nc32)cc1	-0.9
O=C(NCCCN1CCCC1=O)NC12CC3CC(CC(C3)C1)C2	-0.3
Cc1cc(F)c(F)c(C(=O)N2CCCCC2C)c1Cl (stereo unspecified)	1.4

Next section; it opens with the 3 that closed the last part.
SMILES	TTR transcr act
Cc1ccc(C(=O)NCCn2c(N)c(C#N)c3nc4ccccc4nc32)cc1	-0.9
O=C(NCCCN1CCCC1=O)NC12CC3CC(CC(C3)C1)C2	-0.3
Cc1cc(F)c(F)c(C(=O)N2CCCCC2C)c1Cl (stereo unspecified)	1.4
CCn1cc(Cl)c(C(=O)NNC(=O)CCn2nc(C)c([N+](=O)[O-])c2C)n1	2.2
O=C(Nc1cccnc1Cl)c1cc(-c2ccco2)on1	1.4
COC(=O)CSc1nnc(-c2ccc(OC)c(OC)c2)o1	2.6
C/C(N)=C(\C#N)C(=O)NCCc1ccccn1	-2.7
CCN(C(=O)CC(C)C)c1nnc(Cn2nnc3ccccc32)s1	-1.5
CCOc1ccc(S(=O)(=O)N(C)CC(=O)NC2CC2)cc1	0.4
Cc1onc(-c2ccccc2)c1C(=O)NNC(=S)NC(=O)c1ccc2c(c1)OCO2	3.4
CCN1CNC(=S)N(c2cccc(C)c2)C1	-0.4
